human PMI inhibitors: human PMI inhibitors, high substrate, primary screen, biochemical, fluorescence intensity, high mannose 6-phosphate (AID 1220); Mannose-6-phosphate isomerase (Homo sapiens); recombinant PMI enzyme, coupled fluorescence intensity; higher % means a stronger effect; inhibition, % at 20 µM; hits with a dose series show IC50 in µM; 0.66% of 190,000 active
Hep lipid drop: inhibitors of hepatocyte lipid droplet formation, primary screen, imaging, high-throughput imaging, BODIPY stain | AML12 mouse hepatocytes, oleate lipid droplets | inhibition, % at 6.5 µM | 0.4% of 240,000 active | AID 1656, 2009;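 active = lipid droplet intensity inhibited by at least 50%, with more than 500 cells counted; inconclusive = wells with under 300 cells, treated as cytotoxic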
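System: AML12 hepatocytes (mouse). Probe or stimulus: oleic acid at 100 µM to induce lipid droplet formation. Times: overnight treatment with compound plus oleate. Detection: Image-based BODIPY and DAPI two-channel analysis. Evaluation: percent inhibition of filter-corrected integrated lipid droplet intensity per well.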
TNAP activators: human TNAP enzyme activators, primary screen, biochemical, luminescent, no phosphate acceptor, uHTS (AID 1001); purified TNAP, luminescent activation assay, no phosphate acceptor; higher activation fold means a stronger effect; one-dose activation fold at 20 µM; EC50 in µM for titrated hits; 0.03% of 200,000 active; in the data active = activation fold from about 3, or a potency from the dose series; inactive = the rest, 99 in 100 with activation fold below about 1.6; note: many of its hits are not listed in these tables
M17LAP inhibition: P. falciparum M17LAP inhibitors, primary screen, biochemical, fluorogenic H-Leu-NHMec substrate, 1536-well (AID 1619) | recombinant M17LAP, H-Leu-NHMec fluorogenic kinetic assay; higher % means a stronger effect | Leucine aminopeptidase (Plasmodium falciparum (isolate 3D7)) | inhibition, % at 30 µM; hits with a dose series show IC50 in µM | 0.38% of 220,000 active;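 active = compound inhibiting the enzyme by more than half at any dose during confirmatory dose-response retesting; inconclusive = strong single-dose inhibitors picked by rank but not retested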;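 note: plate controls were full reaction with DMSO carrier for no effect and no enzyme background for full effect; strong numbers were not always called active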
Siah-1 displacement: Siah-1 peptide-binding antagonists, primary screen, biochemical, fluorescence polarization, rhodamine-plectin, uHTS (AID 1817); E3 ubiquitin-protein ligase SIAH1 (Homo sapiens); one-dose displacement, % at 20 µM; IC50 in µM for titrated hits; 0.02% of 290,000 active; Siah-1 / rhodamine-plectin peptide fluorescence polarization; higher % means a stronger effect;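 active = displacement of at least 50% at 20 µM, with a fluorescence ratio check between 0.3 and a set limit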;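 note: plate controls were Siah plus tracer with DMSO for no effect and tracer alone without Siah for full effect; strong numbers were not always called active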
P. falciparum M1AAP: P. falciparum M1AAP inhibitors, biochemical, fluorogenic H-Leu-NHMec substrate, 1536-well (AID 1445); Aminopeptidase N (Plasmodium falciparum (isolate 3D7)); recombinant M1AAP, H-Leu-NHMec fluorogenic kinetic assay; higher % means a stronger effect; inhibition, % at 30 µM; hits with a dose series show IC50 in µM; 0.42% of 220,000 active;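 active = primary inhibition above the hit cutoff, then over 50% inhibition at one or more dose response concentrations, cut at about 23% in these data, passing the limit was not always enough; inconclusive = conflicting primary data, or primary hits not chosen for dose response; inactive = low primary inhibition, or under 50% at every dose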;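 note: plate controls were DMSO full reaction for no effect and no enzyme background for full effect; strong numbers were not always called active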
K1F lysis inhibition: inhibition of K1F phage lysis, E. coli UTI89, bacterial capsule biogenesis inhibitors, alamar blue (AID 488966) | E. coli UTI89 K1F phage lysis, alamar blue, 2 h; higher % means a stronger effect | inhibition, % at 100 µM, or IC50 in µM where a hit was titrated | 0.02% of 340,000 active;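 active = phage lysis inhibition, versus mean bacterial control, above a set limit; inconclusive = no clear call, values can overlap the other calls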;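 note: capsule biogenesis inhibitors block K1F phage lysis so surviving cells raise fluorescence; higher fluorescence means more inhibition of phage lysis; actives were called in the ten point dose series up to 300 µM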
XIAP antagonists: XIAP antagonists, biochemical, IAP family, fluorescence polarization (AID 1018). E3 ubiquitin-protein ligase XIAP (Homo sapiens). XIAP BIR domain, fluorescence polarization peptide displacement; higher % means a stronger effect. displacement, % at 20 µM; hits with a dose series show IC50 in µM. 0.007% of 200,000 active; in the data active = displacement above about 50%; note: a part of the inactive calls stands beside numbers as strong as those of hits
human PMI inhibition: inhibitors of human PMI, primary screen, biochemical, fluorescence intensity, coupled assay (AID 1209); Mannose-6-phosphate isomerase (Homo sapiens); purified PMI enzyme, coupled fluorescence intensity; higher % means a stronger effect; inhibition, % at 20 µM, or IC50 in µM where a hit was titrated; 0.42% of 190,000 active;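 note: plate controls were DMSO vehicle for no effect and wells lacking substrate for full effect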
Hep lipid drop cells 6.5 µM: second read-out of Hep lipid drop, no call of its own (marks repeat the call); cell count; measured here: cell count, cytotoxicity flag;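 cells counted across two imaged fields per well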
Numbers without * were called inactive; ? = inconclusive; . = no result given; [ ] = another dose, or the depositor's remark. Cut-off read from the data, not from the text of the source, unless noted: active = inhibition above about 50%; inactive = the rest.

Assay codes – A = human PMI inhibitors; B = Hep lipid drop; C = Hep lipid drop cells 6.5 µM; D = TNAP activators; E = M17LAP inhibition; F = Siah-1 displacement; G = P. falciparum M1AAP; H = K1F lysis inhibition; I = XIAP antagonists; J = human PMI inhibition
> CCCCOc1ccccc1C1NC(=O)NC(C)=C1C(=O)OCc1ccco1 (stereo not given)
  A: 7%	B: 3	C: 628	D: 1.1	E: 4%	F: -5%	G: 4%	H: 0.2%	I: -7.0%	J: 9%
> CN1C(=O)C(O)(CC(=O)c2ccc3c(c2)OCO3)c2ccccc21 (stereo not given)
  A: -1%	B: 14	C: 636	D: 1.1	E: 6%	F: -1%	G: 0%	H: 0.5%[50 µM]	I: -4.2%	J: 4%
> Cc1cc(C)cc(NC(=O)Nc2ccc3ccccc3n2)c1
  A: .	B: 22	C: 715	D: .	E: 3%	F: 7%	G: -1%	H: 1.3%	I: .	J: .
> CC(Nc1nc(N2CCCCC2)nc2ccccc12)c1ccccc1 (stereo not given)
  A: 4%	B: -62	C: 760	D: 1.1	E: 2%	F: -1%	G: 2%	H: -1.3%	I: -4.6%	J: 4%
> COCCCNC(=O)c1nc2c(nnn2Cc2cc(C)ccc2C)c(=O)[nH]1
  A: -19%	B: 46	C: 760	D: 1.1	E: -59%	F: -3%	G: -3%	H: 0.8%	I: -2.8%	J: -16%
> CCOC(=O)N1CCC2(CC1)NCCc1c2[nH]c2ccccc12
  A: .	B: 5	C: 697	D: .	E: 5%	F: -2%	G: 1%	H: -0.3%	I: .	J: .
> O=C(Nc1ccc(Cl)c(Cl)c1)OCc1cncs1
  A: 6%	B: 5	C: 774	D: 1.1	E: -2%	F: -1%	G: 4%	H: 0.8%	I: -17%	J: 7%
> CCN(CC)c1ccc(/C=N/Nc2nn[nH]n2)cc1
  A: .	B: -1	C: 656	D: .	E: 19%	F: -2%	G: 18%	H: -0.1%	I: .	J: .
> CCn1c(COc2cccc(C)c2C)nnc1SCC(=O)Nc1cc(C)on1
  A: -8%	B: 13	C: 722	D: 1.1	E: 7%	F: -3%	G: 7%	H: .	I: -3.6%	J: -1%
> O=C(N/N=C/c1ccc([N+](=O)[O-])s1)C(O)c1ccccc1 (stereo not given)
  A: 36%	B: -20	C: 571	D: 0.9	E: 32%	F: 0%	G: 10%	H: 0.3%	I: -16%	J: 10%
> C#Cc1ccc([C@@H]2C=C(C(=O)N3CCOCC3)O[C@H](OCCCCO)C2)cc1
  A: 21%	B: -1	C: 725	D: 1.1	E: 4%	F: 1%	G: 2%	H: 2.8%	I: -5.6%	J: 10%
> Clc1ccc2nc(C3CCN(Cc4nnnn4C4CCCCC4)CC3)[nH]c2c1
  A: -5%	B: -6	C: 765	D: 1	E: -11%	F: 0%	G: 2%	H: -0.6%	I: -3.9%	J: -4%
> COc1cccc(C(=O)C2CCCN(C(=O)CCc3scnc3C)C2)c1 (stereo not given)
  A: -10%	B: -6	C: 736	D: 1	E: -3%	F: -6%	G: -1%	H: 0.0%	I: -7.1%	J: -3%
> Cc1cc(=O)oc2cc(OCC3CC(c4ccccc4Cl)=NO3)ccc12 (stereo not given)
  A: 7%	B: -122	C: 356	D: 1	E: -9%	F: 1%	G: 12%	H: 1.1%	I: -5.1%	J: 18%
> COc1cc(N=Nc2ccccc2C(=O)O)ccc1O
  A: .	B: -14	C: 747	D: .	E: 24%	F: 1%	G: 10%	H: -0.1%	I: .	J: .
> COc1ccc(C(CC(=O)N2CCCC2)c2c(OC)cc(OC)c3ccc(=O)oc23)cc1 (stereo not given)
  A: .	B: .	C: .	D: .	E: -27%	F: -1%	G: 4%	H: 0.2%	I: .	J: .
> O=C(NC1CCCCCC1)C1C2C=CC3(CN(Cc4cccnc4)C(=O)C13)O2 (stereo not given)
  A: 12%	B: .	C: .	D: 1.1	E: -11%	F: -1%	G: 0%	H: -0.9%	I: -3.7%	J: 9%
> CCOC(=O)N1CCN(C(=O)C2CCN(Cc3ccc(OC)cc3OC)CC2)CC1
  A: -43%	B: -7	C: 613	D: 0.9	E: 7%	F: 0%	G: -5%	H: -2.9%	I: -2.0%	J: -22%
> CCCNS(=O)(=O)c1ccc(CCC(=O)N2CCN(c3ccc(F)cc3)CC2)cc1
  A: -11%	B: 6	C: 751	D: 1.1	E: -7%	F: 19%	G: 12%	H: 3.9%	I: -0.6%	J: -2%
> COc1ccc(NC(=O)c2ccccc2SC)cc1OC
  A: -4%	B: 13	C: 827	D: 1.1	E: 1%	F: -1%	G: -3%	H: -0.3%	I: -5.8%	J: -1%
> CC(C)(NO)/C(=N/O)c1ccc(Br)cc1
  A: -21%	B: .	C: .	D: 1.1	E: 9%	F: -1%	G: 3%	H: -0.9%	I: -3.8%	J: -25%
> O=C(NCCCN1CCOCC1)c1cc2ccccc2oc1=O
  A: 4%	B: .	C: .	D: 1.1	E: 16%	F: 2%	G: -1%	H: 0.6%	I: 0.1%	J: 10%
> COc1cc2c(cc1OC)C(c1ccccc1)N(C(=O)c1ccco1)CC2 (stereo not given)
  A: 11%	B: .	C: .	D: 1.1	E: 7%	F: -4%	G: -2%	H: 3.0%	I: -3.8%	J: 7%
> Cc1nnc(Nc2ccc(Cl)c(C(F)(F)F)c2)[nH]c1=O
  A: 10%	B: 22	C: 681	D: 1	E: -4%	F: 6%	G: 6%	H: 0.3%	I: -7.8%	J: 10%
> O=C(c1ccc2c3c(cccc13)CC2)C1CCCN(C(=O)c2cccnc2)C1 (stereo not given)
  A: 31%	B: -3	C: 695	D: 1.1	E: -38%	F: 3%	G: 6%	H: 0.2%	I: 0.4%	J: 20%
> CCOP(=O)(OCC)c1nc(/C=C/c2ccccc2)oc1NCc1ccccc1
  A: 9%	B: .	C: .	D: 1	E: -19%	F: 5%	G: ?	H: -0.9%	I: 1.0%	J: 11%
> O=C1CCCN1c1ccc(S(=O)(=O)N2CCN(c3ccccn3)CC2)cc1
  A: 0%	B: 1	C: 659	D: 1.1	E: 5%	F: -3%	G: 8%	H: 2.3%	I: -4.3%	J: 7%
> CCOC(=O)C(=O)Nc1sc(C(=O)N2CCOCC2)c(C)c1C#N
  A: 1%	B: 10	C: 748	D: 1	E: 24%	F: 4%	G: 2%	H: 0.6%	I: -5.6%	J: 3%
> CC(=O)c1c(C)[nH]c(C(=O)CSc2nc3ccc(C)cc3[nH]2)c1C
  A: 12%	B: -3	C: 643	D: 1.2	E: -2%	F: 1%	G: 6%	H: -0.1%	I: -9.4%	J: 18%
> CC1CN(S(=O)(=O)c2ccc(C(=O)Nc3ccc(S(=O)(=O)Nc4nccs4)cc3)cc2)CC(C)O1 (stereo not given)
  A: 10%	B: -8	C: 677	D: 1	E: 7%	F: 4%	G: 3%	H: 1.7%	I: -1.6%	J: 13%
> CCOc1ccc(C(=O)NC(=S)Nc2ccc(NC(=O)c3ccco3)c(C)c2)cc1[N+](=O)[O-]
  A: -8%	B: -15	C: 573	D: 0.8	E: -5%	F: 12%	G: 1%	H: -0.1%	I: -9.0%	J: -1%
> O=C(Cc1cccs1)NCc1ccc2c(c1)OCO2
  A: 7%	B: 2	C: 734	D: 1.1	E: 5%	F: 0%	G: 0%	H: 0.2%	I: 0.7%	J: 8%
> Cn1ncc2c(Nc3ccc4ccccc4c3)ncnc21
  A: 3%	B: .	C: .	D: 1.1	E: 7%	F: 4%	G: 3%	H: 0.1%	I: -1.4%	J: 7%
> C[C@H]1C=C(C(=O)N2CCOCC2)O[C@@H](OCc2ccc(CO)cc2)C1
  A: 4%	B: -5	C: 692	D: 1.1	E: 5%	F: -1%	G: 11%	H: 1.6%	I: -8.0%	J: 6%
> OC(CN1CCN(c2ccccc2)CC1)Cn1c2ccccc2c2ccccc21 (stereo not given)
  A: 2%	B: 15	C: 734	D: 1.1	E: -4%	F: 3%	G: 0%	H: 0.7%	I: -6.4%	J: 9%
> CNC(=O)c1nn(-c2ccc(C)cc2)ccc1=O
  A: 7%	B: 10	C: 684	D: 1	E: 9%	F: -1%	G: 2%	H: -0.1%	I: -3.9%	J: 6%
> CCOC(=O)C1=C(C)NC(=O)NC1c1ccc(OCC(=O)OC)c(OC)c1 (stereo not given)
  A: 7%	B: .	C: .	D: 1.1	E: -2%	F: 2%	G: 4%	H: -0.8%	I: -6.7%	J: -3%
> Cc1cc(C(=O)CNCc2ccco2)c(C)n1-c1ccc(F)cc1
  A: 1%	B: .	C: .	D: 1.2	E: 5%	F: 3%	G: -4%	H: 2.2%	I: -1.2%	J: -20%
> COc1ccc(S(=O)(=O)N(C)CC(=O)N2CCN(Cc3ccccc3)CC2)cc1C
  A: 9%	B: -10	C: 747	D: 1	E: -7%	F: 1%	G: 9%	H: -0.2%	I: -1.4%	J: 10%
> COCc1nc2ccccc2n1Cc1ccc(Br)cc1
  A: -4%	B: -4	C: 730	D: 1.1	E: -3%	F: 2%	G: 2%	H: 1.0%	I: -5.5%	J: 4%
> CCCCCCC/C(C)=N/NC(=O)CC(=O)NCCc1ccccc1
  A: -6%	B: .	C: .	D: 0.9	E: 26%	F: 0%	G: -6%	H: 0.0%	I: -2.9%	J: -12%
> C/C(=N\NC(=O)NC1CCCCC1)C1CCCCC1
  A: 7%	B: 15	C: 627	D: 1.1	E: -11%	F: 6%	G: 3%	H: -3.4%	I: 1.0%	J: 6%
> OCCC1CN(Cc2cccc3c2OCO3)CCN1C1CCCCC1 (stereo not given)
  A: -6%	B: -2	C: 697	D: 1	E: -1%	F: 0%	G: 1%	H: 0.6%	I: -1.1%	J: 0%

Full records from above. Order of screens: human PMI inhibitors	Hep lipid drop	Hep lipid drop cells 6.5 µM	TNAP activators	M17LAP inhibition	Siah-1 displacement	P. falciparum M1AAP	K1F lysis inhibition	XIAP antagonists	human PMI inhibition
Listed for COc1cc2c(cc1OC)C(c1ccccc1)N(C(=O)c1ccco1)CC2 (stereo not given) = 11%	.	.	1.1	7%	-4%	-2%	3.0%	-3.8%	7%
Listed for Cc1cc(=O)oc2cc(OCC3CC(c4ccccc4Cl)=NO3)ccc12 (stereo not given) = 7%	-122	356	1	-9%	1%	12%	1.1%	-5.1%	18%
Listed for O=C(NCCCN1CCOCC1)c1cc2ccccc2oc1=O = 4%	.	.	1.1	16%	2%	-1%	0.6%	0.1%	10%

Source: PubChem (several laboratories)
